# TcdB inh – TcdB glycohydrolase inhibitors, primary screen, biochemical, single point, plate reader | Toxin B (Clostridioides difficile), P18177 | TcdB glycohydrolase enzymatic assay | inhibition, % at 9.99 µM | actives 0.24% (n = 350,000) | AID 652162, 2013; in the data active = inhibition above about 10%
# * = called active by the depositor. An excerpt; rates above refer to the full screens.
# Sample of the layout, 6 compounds:
SMILES	TcdB inh
Cc1noc(C)c1NC(=O)N(C)C[C@@H]1Oc2ccc(NC(=O)Nc3ccc(C(F)(F)F)cc3)cc2CC(=O)N([C@H](C)CO)C[C@H]1C	-0.7
C[C@@H]1CN([C@H](C)CO)S(=O)(=O)c2ccc(/C=C/c3ccccc3)cc2O[C@@H]1CN(C)C(=O)Nc1cc(F)ccc1F	-1.2
COc1ccc2c3c(n(C)c2c1)[C@@H](CO)N(C(=O)Nc1ccc(F)cc1)CC31CN(C(=O)NC2CCCC2)C1	-0.3
C[C@H](CO)N1C[C@H](C)[C@H](CN(C)CC2CC2)Oc2ccc(NC(=O)c3ccncc3)cc2CC1=O	-0.8
CN(C)C(=O)c1ccc(-c2cccc(-c3nc(C(=O)NC4CCCCC4)cc4c3[C@@H](CCO)N([S@](=O)C(C)(C)C)C4)c2)cc1	-1.5
C/C=C/c1ccc([C@@H]2[C@H](CO)N(Cc3cncnc3)C23CN(C(=O)CC2CC2)C3)cc1	-0.1

# This part in full (from the top)
SMILES	TcdB inh
Cc1noc(C)c1NC(=O)N(C)C[C@@H]1Oc2ccc(NC(=O)Nc3ccc(C(F)(F)F)cc3)cc2CC(=O)N([C@H](C)CO)C[C@H]1C	-0.7
C[C@@H]1CN([C@H](C)CO)S(=O)(=O)c2ccc(/C=C/c3ccccc3)cc2O[C@@H]1CN(C)C(=O)Nc1cc(F)ccc1F	-1.2
COc1ccc2c3c(n(C)c2c1)[C@@H](CO)N(C(=O)Nc1ccc(F)cc1)CC31CN(C(=O)NC2CCCC2)C1	-0.3
C[C@H](CO)N1C[C@H](C)[C@H](CN(C)CC2CC2)Oc2ccc(NC(=O)c3ccncc3)cc2CC1=O	-0.8
CN(C)C(=O)c1ccc(-c2cccc(-c3nc(C(=O)NC4CCCCC4)cc4c3[C@@H](CCO)N([S@](=O)C(C)(C)C)C4)c2)cc1	-1.5
C/C=C/c1ccc([C@@H]2[C@H](CO)N(Cc3cncnc3)C23CN(C(=O)CC2CC2)C3)cc1	-0.1
COC(=O)C[C@H]1CC[C@@H]2[C@@H](COc3ccc(NC(=O)c4cc(C)on4)cc3C(=O)N2C)O1	0.6
C[C@@H]1CN([C@@H](C)CO)C(=O)c2cccc(NS(=O)(=O)c3ccccc3)c2O[C@@H]1CN(C)CC1CC1	0.0
C[C@@H](NC(=O)C[C@@H]1C=C[C@H](NC(=O)c2cccnc2)[C@@H](CO)O1)c1ccccc1	-1.2
C[C@H](O)C#Cc1cnc2c(c1)C(=O)N([C@H](C)CO)C[C@@H](C)[C@H](CN(C)Cc1ccccn1)O2	-2.0
CS(=O)(=O)Nc1ccc2c(c1)[C@H]1C[C@@H](CC(=O)NCc3ccccc3F)O[C@@H](CO)[C@H]1O2	0.5
CCCC#Cc1ccc([C@H]2[C@H](CO)N3C(=O)CN(C(=O)NCCC)C[C@@H]23)cc1	-0.1
CO[C@H]1CC[C@@H]2CCOc3ccc(C#N)cc3C(=O)N(C)CCCC(=O)N(C)C[C@@H]1O2	-3.9
COc1ccc(NC(=O)Nc2ccc3c(c2)CC(=O)N([C@@H](C)CO)C[C@@H](C)[C@H](CN(C)Cc2ccc(C(=O)O)cc2)O3)cc1	3.7
C[C@H]1CN([C@@H](C)CO)C(=O)Cc2cc(NC(=O)Nc3ccc4c(c3)OCO4)ccc2O[C@@H]1CN(C)Cc1ccc(-c2ccccc2)cc1	-0.4
CN(C)CCCNC(=O)C[C@H]1C=C[C@H](NC(=O)Cc2cccnc2)[C@H](CO)O1	0.5
CC(=O)N(C)C[C@@H]1Oc2cc(C#CC3(O)CCCC3)ccc2S(=O)(=O)N([C@@H](C)CO)C[C@@H]1C	0.8
COCC(=O)N1CC2(CCN(S(C)(=O)=O)CC2)c2c(n(C)c3cc(OC)ccc23)[C@@H]1CO	1.7
C[C@@H]1CN([C@H](C)CO)C(=O)c2cc(NS(=O)(=O)c3ccccc3)ccc2O[C@H]1CN(C)C(=O)Nc1ccc2c(c1)OCO2	-2.4
CN1c2ccc(C3=CCCCC3)cc2[C@@H]2[C@@H](CCN2C(=O)C2CCC2)[C@@H]1CO	-2.2
O=C(c1ccc2c(c1)OCO2)N1C[C@H]2[C@@H](c3ccccc31)[C@H](CO)N2CC1CCCC1	0.0
O=S(=O)(N[C@H]1CC[C@@H](CCn2cc(-c3cccc(F)c3)nn2)O[C@@H]1CO)c1ccc(F)cc1	0.2
CCCNC(=O)Nc1ccc2c(c1)C(=O)N(C)[C@@H]1CC[C@H](CC(=O)NCC3CCCCC3)O[C@H]1CO2	0.4
CCNC(=O)Nc1ccc2c(c1)C(=O)N(C)[C@H]1CC[C@@H](CC(=O)N[C@@H](C)c3ccccc3)O[C@H]1CO2	-0.1
C[C@@H]1CN([C@H](C)CO)S(=O)(=O)c2ccc(C3=CCCCC3)cc2O[C@@H]1CN(C)C(=O)C1CC1	1.0
COc1ccc(NC(=O)Nc2ccc3c(c2)C(=O)N([C@@H](C)CO)C[C@H](C)[C@@H](CN(C)Cc2ccc4c(c2)OCO4)OCCCC[C@H](C)O3)cc1	0.2
N#Cc1ccc(-c2ccc([C@@H]3[C@@H](CO)N4C(=O)CN(C(=O)Cc5ccccc5)C[C@H]34)cc2)cc1	0.5
O=C(NCc1cccc(F)c1)[C@@H]1[C@@H](CO)[C@@H]2Cn3c(cccc3=O)[C@H]1N2C(=O)c1cnccn1	1.4
CC=Cc1ccc2n(c1=O)C[C@@H]1[C@@H](CO)[C@H](C(=O)Nc3ccc(-c4ccccc4)cc3)[C@H]2N1CC (mixture of isomers)	-0.8
CCS(=O)(=O)N1CCCCN2[C@H](C1)[C@@H](c1ccc(C#Cc3ccccn3)cc1)[C@@H]2CO	0.8
CN(C)CC#Cc1ccc([C@@H]2[C@@H](CO)N3C(=O)CN(C(=O)Cc4cccnc4)C[C@@H]23)cc1	1.7
Cc1ccc(S(=O)(=O)NCC[C@@H]2CC[C@@H](NC(=O)CC3CC3)[C@@H](CO)O2)cc1	0.2
CN1C(=O)c2cc(NC(=O)NC3CCCC3)ccc2OC[C@@H]2O[C@@H](CC(=O)NCC3CC3)CC[C@@H]21	-3.9
CC(=O)N(C)C[C@H]1Oc2ncc(C#CCC3CCCC3)cc2C(=O)N([C@@H](C)CO)C[C@@H]1C	0.6
C[C@H](CO)N1C[C@H](C)[C@H](CN(C)S(=O)(=O)c2ccccc2)Oc2ccc(NC(=O)NC3CCCCC3)cc2C1=O	0.4
Cc1cccc(S(=O)(=O)N2CCCCN3[C@H](CO)[C@@H](c4ccc(C#CC5CC5)cc4)[C@H]3C2)c1	0.3
NCC[C@@H]1CC[C@H](NC(=O)c2ccccc2F)[C@H](CO)O1	-1.1
COCC#Cc1cnc2c(c1)C(=O)N([C@H](C)CO)C[C@H](C)[C@@H](CN(C)S(C)(=O)=O)O2	-2.7
CN1CCN(C(=O)C[C@H]2C[C@H]3c4cc(NC(=O)NC5CCCC5)ccc4O[C@H]3[C@H](CO)O2)CC1	-0.2
C[C@@H]1CN([C@@H](C)CO)C(=O)c2cc(NC(=O)Nc3ccccc3)ccc2O[C@@H](C)CCCCO[C@@H]1CN(C)C(=O)NC1CCCCC1	-0.1
Cc1noc(C)c1S(=O)(=O)N(C)C[C@H]1Oc2c(NC(=O)c3ccc(-c4nccs4)cc3)cccc2C(=O)N([C@@H](C)CO)C[C@H]1C	1.0
CO[C@H](CN(C)Cc1cc(F)ccc1F)[C@@H](C)CN([C@H](C)CO)S(=O)(=O)c1ccc(Cl)cc1	-1.6
COCC(=O)N1CCC2(CC1)CN[C@@H](CO)c1c2c2ccc(OC)cc2n1C	-0.7
Cc1noc(C)c1NC(=O)NCC[C@H]1CC[C@H](NC(=O)Nc2cccc(F)c2)[C@@H](CO)O1	0.5
O=C(N[C@@H]1CC[C@H](CCNS(=O)(=O)c2cccc(Cl)c2)O[C@H]1CO)c1ccc(F)cc1	2.7
O=C(C[C@@H]1CC[C@@H]2[C@H](COC[C@H](O)CN2C(=O)c2ccncc2)O1)NCc1cccc(F)c1	0.1
O=C(C[C@H]1CC[C@@H]2[C@H](COC[C@H](O)CN2C(=O)Nc2ccccc2)O1)NCCc1ccncc1	0.2
C[C@H]1CN([C@@H](C)CO)S(=O)(=O)c2ccc(/C=C/c3ccccc3)cc2O[C@H]1CN(C)Cc1ccc(C(=O)O)cc1	3.0
C[C@@H]1CN([C@H](C)CO)C(=O)Cc2cc(NC(=O)Nc3cccc4ccccc34)ccc2O[C@@H]1CN(C)S(=O)(=O)c1ccc(F)cc1	-1.3
O=C(NCc1ccccc1)[C@@H]1[C@@H](CO)[C@@H]2Cn3c(cccc3=O)[C@@H]2N1C(=O)C1CC1	0.8

# More results
SMILES	TcdB inh
C[C@H]1CN([C@@H](C)CO)C(=O)c2cc(NC(=O)Nc3ccc4c(c3)OCO4)ccc2O[C@@H]1CN(C)Cc1ccc(C(F)(F)F)cc1	1.4
C[C@@H](NC(=O)C[C@@H]1C=C[C@@H](NC(=O)CN2CCOCC2)[C@H](CO)O1)c1ccccc1	0.6
O=C1CN(S(=O)(=O)c2cccc(F)c2)C[C@@H]2[C@@H](c3ccc(C4=CCCC4)cc3)[C@H](CO)N12	0.0
C[C@H](CO)N1C[C@H](C)[C@H](CN(C)C(=O)NC2CCCCC2)Oc2ccc(NC(=O)NC3CCCCC3)cc2C1=O	1.8
O=C(Nc1ccc2c(c1)[C@@H]1C[C@H](CC(=O)N3CCOCC3)O[C@@H](CO)[C@@H]1O2)NC1CCCC1	1.2
COc1cccc(S(=O)(=O)N[C@@H]2CC[C@@H](CC(=O)NC3CCC3)O[C@H]2CO)c1	-1.5
COc1ccc(CCNC(=O)c2cc([C@@H](NC(=O)OC(C)(C)C)C(C)C)sc2N)cc1OC	1.3
C[C@@H]1CN([C@H](C)CO)S(=O)(=O)c2ccc(C#CCN(C)C)cc2O[C@@H]1CN(C)C(=O)C1CCCCC1	0.5
C[C@H](CO)N1C[C@H](C)[C@H](CN(C)Cc2ccc(Cl)c(Cl)c2)OCCCC[C@H](C)Oc2ccc(NC(=O)C3CCCCC3)cc2C1=O	0.6
C[C@H]1CN([C@@H](C)CO)C(=O)c2cc(-c3ccc(C(=O)N(C)C)cc3)cnc2O[C@H]1CN(C)C	-1.1
COc1ccc(CN(C)C[C@@H]2Oc3ccc(NC(=O)NC(C)C)cc3CC(=O)N([C@H](C)CO)C[C@H]2C)cc1	-7.9
CCCNC(=O)N[C@H]1CC[C@H](CCn2cc(C3CCCCC3)nn2)O[C@@H]1CO	-1.1
C[C@@H]1CN([C@H](C)CO)C(=O)c2cc(NC(=O)Cc3cn(C)c4ccccc34)ccc2O[C@@H]1CN(C)Cc1ccc(-c2ccccc2)cc1	-0.5
C[C@H](CO)N1C[C@H](C)[C@H](CN(C)S(=O)(=O)c2ccccc2)Oc2ccc(N(C)C)cc2CC1=O	-4.3
COc1ccc(S(=O)(=O)N(C)C[C@H]2Oc3c(NC(=O)c4ccncc4)cccc3C(=O)N([C@@H](C)CO)C[C@@H]2C)cc1	-1.7
CC(C)C#Cc1ccc2c(c1)O[C@H](CN(C)CC1CCOCC1)[C@H](C)CN([C@H](C)CO)S2(=O)=O	-1.5
C[C@H]1CN([C@@H](C)CO)S(=O)(=O)c2ccc(-c3ccccc3)cc2O[C@H]1CN(C)C(=O)CC1CC1	-0.2
COc1cccc(NC(=O)N[C@@H]2CC[C@@H](CC(=O)Nc3ccccc3)O[C@H]2CO)c1	-1.2
COc1ccc(-c2ccc([C@H]3[C@@H](CO)N4C(=O)CN(C(=O)NC(C)C)C[C@H]34)cc2)cc1	-4.2
CCC(=O)N[C@H]1C=C[C@@H](CC(=O)NCc2ccc(OC)cc2)O[C@H]1CO	0.2
C[C@@H]1CN([C@H](C)CO)C(=O)c2cc(NC(=O)C3CC3)ccc2O[C@@H]1CN(C)S(=O)(=O)c1ccc(Cl)cc1	-0.3
C[C@H]1CN([C@@H](C)CO)C(=O)CCCn2nncc2CO[C@@H]1CN(C)C(=O)C1CCCCC1	1.1
CCC(=O)N[C@@H]1CC[C@@H](CC(=O)NCCN2CCCCC2)O[C@H]1CO	0.5
C[C@@H]1CN([C@@H](C)CO)C(=O)c2cc(NS(=O)(=O)c3cccs3)ccc2O[C@H]1CN(C)S(=O)(=O)c1ccc(F)cc1	0.3
CC=Cc1ccc2n(c1=O)C[C@H]1[C@H](CO)[C@@H](C(=O)OC)N(C(C)=O)[C@@H]21 (mixture of isomers)	1.0
COc1ccccc1-c1ccc2c(c1)[C@@H]1[C@@H](CCN1C(=O)c1ccncc1)[C@@H](CO)N2	-2.8
CO[C@@H]1CN(C)C(=O)c2ccc(NC(=O)C3CCCC3)cc2OC[C@@H](C)N(C(=O)CC2CC2)C[C@H]1C	0.7
CCCNC(=O)Nc1ccc2c(c1)C(=O)N(C)C[C@@H](OC)[C@@H](C)CN(C(=O)C1CCOCC1)[C@@H](C)CO2	-0.6
CC(C)NC(=O)N[C@@H]1CC[C@H](CCNS(=O)(=O)c2ccc(F)cc2)O[C@@H]1CO	-0.9
O=C(NCc1ccccc1)C(c1ccccc1)n1c(-c2ccncc2)nc2ccccc21 (configuration not stated)	0.8
O=C(Cc1ccccc1)NC[C@H]1N[C@H](CO)[C@@H]1c1ccc(C2=CCCC2)cc1	1.2
COCC(=O)N(C)C[C@H]1Oc2cc(-c3ccccc3)ccc2S(=O)(=O)N([C@H](C)CO)C[C@@H]1C	0.4
COc1ccc(S(=O)(=O)N[C@@H]2C=C[C@@H](CC(=O)N3CCN(c4ccccc4)CC3)O[C@H]2CO)cc1	0.3
COc1cccc(CNC(=O)C[C@H]2C=C[C@H](NC(C)=O)[C@H](CO)O2)c1	-0.7

# A second format for two compounds above.
> C[C@@H]1CN([C@H](C)CO)S(=O)(=O)c2ccc(C3=CCCCC3)cc2O[C@@H]1CN(C)C(=O)C1CC1
  TcdB inh: 1.0

> O=C(c1ccc2c(c1)OCO2)N1C[C@H]2[C@@H](c3ccccc31)[C@H](CO)N2CC1CCCC1
  TcdB inh: 0.0

# Assay outcomes from PubChem BioAssay.
